TSHR antagonist – antagonists of human thyroid stimulating hormone receptor; P16473; TSHR-expressing cells, TSH-stimulated cAMP HTRF, 2 h; stronger effect = lower value; activity change, negative = inhibition, % at 11.5 µM; 0.2% of 330,000 active;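 active = activity change below a set negative limit, meaning inhibition stronger than a set level, cut at about -70% in these data; inconclusive = activity change between two set negative limits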; also: % is scaled to controls: 0 for no effect and ±100 for the full control effect
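Freshly harvested TSHR cells receive pin-tooled compound, then EC80 TSH at 4nM final. After 2 hours at 37 deg C, antibody in lysis buffer and cAMP-d2 are added; 30 minutes at ambient temperature precede the HTRF read.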
Menin-MLL TR inh – inhibitors of human menin-MLL interaction, mutant MLL peptide; Menin + Texas Red MLL mutant peptide, fluorescence polarization; AID 1768; Potency, µM (top dose mostly 61.6 µM), for the others: at the top dose FP activity change, negative = inhibition, usual class: inhibitors; O00255; 0.23% of 270,000 active; active = well fitted inhibition curve with a large enough effect in the polarisation, with a control signal flat, not every such curve was filed as active; inconclusive = small, poorly fitted or top-dose-only effect, or effect the other way, or a change in a side signal; inactive = no such curve, though single readings can be large or run the other way; the % refers to the polarisation; also: potency is read from the fitted curve at half-maximal effect; % of control where 0% means no effect; many of its hits are not listed in these tables
Integrin act MD – integrin-mediated muscular dystrophy alleviation activation | alpha7betagal myoblasts, beta-gal FDG fluorescence, 48 h | Potency, µM (series often up to 38.3 µM), without a hit: at the top dose activation, usual class: activators | 0.064% of 350,000 active | AID 624291;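 also: potency is read from the fitted curve at half-maximal effect; 100% = response of the positive control SU9516; nearly all actives have a fitted effect of over 60% in size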
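alpha7betagal+/- myoblasts (passage 13, 250/well) treated 48 h at 37C with compounds at 1:260 dilution of DMSO stock. Lysed, then beta-galactosidase activity read as FDG fluorescence (ex 480/em 540) after 30 min, with pre-read for autofluorescence.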
TCR activator – T cell receptor activation | primary human leukocytes, anti-CD3, IL-2 HTRF, 48 h | Potency, µM (titrated, usually from 9.22 µM), for the others: at the highest dose activation of IL-2 secretion, hits mostly activators | 330,000 tested, under 10 active; also: % of control where 0% means no effect
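Readout: HTRF IL-2, Eu-cryptate/d2 antibody pair, 320nm excitation, 665nm emission. Stimulus: a-CD3 beads, no co-stimulation. Cells: primary human leukocytes. Exposure: 48 hr with compound.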
Mito fusion yeast – mitochondrial division inhibition or fusion activation | Potency, µM (doses to about 46.1 µM), without a hit: at the highest dose growth rescue (activation), hits mostly activators | S. cerevisiae fusion-defective mutant growth rescue, CellTiterGlo 48 h | 0.23% of 320,000 active;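 also: potency is read from the fitted curve at half-maximal effect; % of control where 0% means no effect; nearly all actives have a fitted effect of over 45% in size; temperature-sensitive fusion mutants such as fzo1-1 at 37 °C on non-fermentable ethanol glycerol medium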
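S. cerevisiae fusion-defective temperature-sensitive mutants (e.g. fzo1-1, mgm1-5) grown 48 h at 37C in YPEG (ethanol/glycerol non-fermentable) medium with 23 nl compound per well; growth rescue read as CellTiterGlo luminescence.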
CXXC DNA block – MLL CXXC-DNA interaction inhibition; MLL-CXXC / FITC-HOXA9 DNA fluorescence polarization; Potency, µM (highest dose often 115 µM), without a hit: at the top dose activity change, negative = inhibition, most hits filed as inhibitors; 0.037% of 290,000 active; AID 2662; active = well fitted inhibition curve with a large enough effect in the polarisation, with a control signal flat, not every such curve was filed as active; inconclusive = small, poorly fitted or top-dose-only effect, or effect the other way, or a change in a side signal; inactive = no such curve, though single readings can be large or run the other way; the % refers to the polarisation; also: potency is read from the fitted curve at half-maximal effect
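Fluorescence polarization: 7 uM MLL-CXXC (stock) preincubated 5 min with compounds, then 50 nM fluorescein-HOX-A9 DNA (stock) added; 30 min ambient. Buffer 50 mM Tris-HCl pH 7.5, 50 mM NaCl, 1 mM DTT, 0.05% BSA.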
PTAP TSG101 blk – blocks PTAP/TSG101 interaction to inhibit HIV-1 budding; Q99816; Fluorescence polarization, FITC-PTAP peptide / Tsg101 binding; Potency, µM (doses to about 115 µM), for the others: at the highest dose activity change, negative = inhibition, most hits filed as inhibitors; 340,000 tested, under 10 active; AID 493005; active = well fitted inhibition curve with a large enough effect in the main read-out, with a control signal flat, not every such curve was filed as active; inconclusive = small, poorly fitted or top-dose-only effect, or effect the other way, or a change in a side signal; inactive = no such curve, though single readings can be large or run the other way; also: potency is read from the fitted curve at half-maximal effect; % of control where 0% means no effect
Target sequence (Q99816 whole entry, looked up): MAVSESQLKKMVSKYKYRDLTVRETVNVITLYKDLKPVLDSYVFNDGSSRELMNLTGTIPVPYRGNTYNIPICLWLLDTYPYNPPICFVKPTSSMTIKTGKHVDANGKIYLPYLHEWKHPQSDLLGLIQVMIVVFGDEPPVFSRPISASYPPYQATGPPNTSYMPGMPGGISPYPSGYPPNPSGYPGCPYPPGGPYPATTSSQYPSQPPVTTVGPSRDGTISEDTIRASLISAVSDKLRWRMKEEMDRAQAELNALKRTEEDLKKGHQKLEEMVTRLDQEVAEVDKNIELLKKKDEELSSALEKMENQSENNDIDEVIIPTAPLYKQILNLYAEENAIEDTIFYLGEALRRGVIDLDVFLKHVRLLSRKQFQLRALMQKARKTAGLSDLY
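Compounds were pin-transferred onto Tsg101 binding domain (10 uM final) in HEPES pH 7.5 buffer, then FITC-PTAP peptide was added at 50 nM final. After 20 min at RT, polarization reported peptide displacement across a qHTS concentration series.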
MBNL1 CUG block – inhibitors of human MBNL1 binding to CUG repeat RNA; Q9NR56; TR-FRET MBNL1-His/biotin-(CUG)12 binding, 665/545 ratio; Potency, µM (doses to about 57.5 µM), without a hit: at the highest dose activity change, negative = inhibition, most hits filed as inhibitors; 0.036% of 280,000 active; active = well fitted inhibition curve with a large enough effect in the signal ratio, with a control signal flat, not every such curve was filed as active; inconclusive = small, poorly fitted or top-dose-only effect, or effect the other way, or a change in a side signal; inactive = no such curve, though single readings can be large or run the other way; the % refers to the signal ratio; also: potency is read from the fitted curve at half-maximal effect; % is scaled to controls: 0 for no effect and ±100 for the full control effect
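MBNL1-His + Biotin-(CUG)12, cpd titration 92 nM–58 uM; Tb anti-His Ab 0.055 ng/ul, SA-XL665 5 nM (final); 60 min RT; ratiometric 665/545 nm, Ex 340 nm; normalized to buffer and full-complex controls.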
ASM inhibitor – human S-ASM enzyme inhibition. 0.006% of 340,000 active. AID 504937. Potency, µM (top dose mostly 57.5 µM), without a hit: at the top dose activity change, negative = inhibition, actives largely listed as inhibitors. P17405. placental ASM, HMU-PC fluorogenic substrate, 60 min; also: potency is read from the fitted curve at half-maximal effect
Target sequence (P17405 47-631 limits assumed): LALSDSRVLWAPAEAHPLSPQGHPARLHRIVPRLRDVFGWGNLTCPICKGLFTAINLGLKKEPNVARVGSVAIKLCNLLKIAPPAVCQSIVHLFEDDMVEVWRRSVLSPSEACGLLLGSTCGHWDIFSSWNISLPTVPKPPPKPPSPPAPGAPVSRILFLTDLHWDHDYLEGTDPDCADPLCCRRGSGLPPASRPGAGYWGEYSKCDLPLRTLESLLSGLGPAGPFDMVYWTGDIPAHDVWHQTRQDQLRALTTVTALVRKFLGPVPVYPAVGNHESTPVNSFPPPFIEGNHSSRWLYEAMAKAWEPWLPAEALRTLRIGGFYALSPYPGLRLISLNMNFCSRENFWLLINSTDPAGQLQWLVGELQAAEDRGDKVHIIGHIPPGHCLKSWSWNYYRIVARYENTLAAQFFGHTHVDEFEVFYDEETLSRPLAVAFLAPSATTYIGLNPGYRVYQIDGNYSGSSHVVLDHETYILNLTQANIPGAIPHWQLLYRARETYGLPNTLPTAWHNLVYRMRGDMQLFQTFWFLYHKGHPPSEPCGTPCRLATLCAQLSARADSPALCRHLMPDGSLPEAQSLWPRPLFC
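Human placenta-derived ASM preincubated with compound 10 min at room temperature, then reacted with 9 uM (final) fluorogenic HMU-PC substrate for 60 min at 37 C. Stop solution raises pH to 10; fluorescence read at Ex 386/Em 447 nm.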
AT treatment – candidate therapy for ataxia-telangiectasia | 0.19% of 320,000 active | Potency, µM (top dose mostly 57.5 µM), for inactives: top-dose activation, most hits filed as activators | […] A-T fibroblasts, KAP-1 phosphorylation AlphaLISA; neocarzinostatin DNA damage 30 min before lysis | AID 485349; also: potency is read from the fitted curve at half-maximal effect; % of control where 0% means no effect; nearly all actives have a fitted effect of over 45% in size
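hTERT-immortalized A-T patient fibroblasts ([…]), 500 cells/well in OPTI-MEM, 1% FBS, got compounds for 60 min, then NCS for 30 min at 37C. Lysates were then assayed for phospho-KAP-1 by AlphaLISA (anti-pKAP1 donor, anti-KAP1 acceptor beads), 6 hr at 25C.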
* hit, by the source's call; & = joins results of further samples; [ ] = dose if it differs, or a comment. Unless noted, calls follow the shape of the dose curve; as a rule, active = well fitted curve in the direction sought with a large enough effect; inconclusive = small, poorly fitted or top-dose-only effect, or another doubt; inactive = no such curve, though single readings can be large; an effect the other way counts as inactive or inconclusive.

NC(=O)CC[C@@H]1NC(=O)[C@H](Cc2ccccc2)NC(=O)[C@H](Cc2ccc(O)cc2)NC(=O)[C@@H](N)CSSC[C@@H](C(=O)N2CCC[C@H]2C(=O)N[C@@H](CCCN=C(N)N)C(=O)NCC(N)=O)NC(=O)[C@H](CC(N)=O)NC1=O was read as TSHR antagonist 1.3, Menin-MLL TR inh -16.9%&4.7%&1.2%, Mito fusion yeast -3.1%, CXXC DNA block 10.7%&26.0%, MBNL1 CUG block -14.9% and AT treatment -13.5%.
Screening O=C(COc1ccc(F)cc1Br)NCc1ccccn1 returned Menin-MLL TR inh 4.6%, Integrin act MD 10.6%, Mito fusion yeast 2.2%, CXXC DNA block 0.1%, PTAP TSG101 blk -5.0%, MBNL1 CUG block -5.3% and ASM inhibitor -0.7%.
COc1ccc(-n2ncc3c(=O)n(CC(=O)N4c5ccccc5CC4C)cnc32)cc1 (stereo not drawn) was read as TSHR antagonist -16.3, Menin-MLL TR inh 18.0%, Integrin act MD -11.0%, TCR activator -5.0%[46.1 µM], Mito fusion yeast -0.8%, CXXC DNA block -2.7%, PTAP TSG101 blk -3.1%, MBNL1 CUG block -6.4%, ASM inhibitor -8.5% and AT treatment 2.2%.
For COc1ccc(NC(=O)CCS(=O)(=O)c2ccc(Br)s2)cc1 the results were TSHR antagonist 5.7, Menin-MLL TR inh 11.4%, Integrin act MD 6.0%, TCR activator -1.7%, Mito fusion yeast -5.0%, CXXC DNA block 3.0%, PTAP TSG101 blk 0.8%, MBNL1 CUG block -7.9%, ASM inhibitor 24.8% and AT treatment -1.8%.
CCOc1ccc(NS(=O)(=O)c2ccc3[nH]c(=O)cc(C(=O)O)c3c2)cc1 was read as TSHR antagonist 3.6, Menin-MLL TR inh -5.1%, Integrin act MD -19.3%, TCR activator 1.0%, Mito fusion yeast 6.7%, CXXC DNA block 1.4%, PTAP TSG101 blk -3.4%, MBNL1 CUG block 8.3%, ASM inhibitor 7.0% and AT treatment 3.2%.
COCCC(=O)N1CCC(Oc2ccc(C(=O)N3CCCC(OC)C3)cc2)CC1 (stereo not drawn) was read as TSHR antagonist 3.6, Integrin act MD 0.4%, TCR activator -4.8%, Mito fusion yeast -0.2%, CXXC DNA block 3.1%, PTAP TSG101 blk -2.2%, MBNL1 CUG block -1.9%, ASM inhibitor 0.3% and AT treatment 7.4%.
Screening Cn1c(=Nc2ccc(N3CCOCC3)cc2)ccc2ccccc21 returned TSHR antagonist -2.4, Menin-MLL TR inh -0.7%, Integrin act MD -1.0%, TCR activator -8.2%, Mito fusion yeast 1.5%, CXXC DNA block -0.5%, PTAP TSG101 blk -0.9%, MBNL1 CUG block inconclusive, ASM inhibitor -5.0% and AT treatment 4.1%.
For COc1ccc(-n2c(C)nc3cc(C(=O)NCc4ccco4)ccc32)cc1 the results were TSHR antagonist -16.4, Menin-MLL TR inh -4.5%, Integrin act MD -5.8%, TCR activator -5.8%, Mito fusion yeast -5.2%, CXXC DNA block -5.9%, PTAP TSG101 blk 0.4%, MBNL1 CUG block 6.8%, ASM inhibitor 1.5% and AT treatment -1.1%.
CCOC(=O)c1ccc(N/C=C2\CCCCC2=O)cc1 was read as TSHR antagonist -0.9, Menin-MLL TR inh -11.1%, Integrin act MD -1.9%, TCR activator -3.5%, Mito fusion yeast 1.8%, CXXC DNA block 52.3%[activator], PTAP TSG101 blk 2.1%, MBNL1 CUG block inconclusive and ASM inhibitor 10.7%.
Cc1ccc(C(=O)N2CC3(C(C)C)CN(C(=O)c4ccc(C)cc4)CC(C(C)C)(C2)C3=O)cc1 was read as TSHR antagonist -15.4, Menin-MLL TR inh inconclusive, Integrin act MD -5.2%, TCR activator 3.5%, Mito fusion yeast 1.7%, CXXC DNA block 4.9%, PTAP TSG101 blk -5.8%, MBNL1 CUG block 2.8%, ASM inhibitor -2.7% and AT treatment 7.6%.
COc1ccc(C=C2SC(=O)NC2=O)cc1OC was read as Integrin act MD -33.2%, TCR activator -72.4%, PTAP TSG101 blk -1.3% and ASM inhibitor 1.2%.
`O=C(c1cc(Cl)cc(Cl)c1)N1CCOCC1` gave TSHR antagonist -0.2, Menin-MLL TR inh -3.6%, Integrin act MD 12.7%, Mito fusion yeast -2.9%, CXXC DNA block -3.0%, MBNL1 CUG block 6.2%, ASM inhibitor -1.0% and AT treatment 0.2%.
For Cc1ccccc1C=Nc1ccccc1C(N)=O the results were TSHR antagonist 8.8, Menin-MLL TR inh -0.3%, Integrin act MD 6.5%, TCR activator -2.0%[46.1 µM], Mito fusion yeast 8.5%, CXXC DNA block 6.6%, PTAP TSG101 blk 2.0%, MBNL1 CUG block -8.5%, ASM inhibitor 130.4%[activator] and AT treatment 13.3%.
Cc1cnc(C(=O)Nc2nnc(C)s2)cn1 was read as TSHR antagonist 0.9, Menin-MLL TR inh 1.3%, Integrin act MD 10.4%, TCR activator -0.3%, Mito fusion yeast -7.6%, CXXC DNA block -8.9%, PTAP TSG101 blk -4.8%, MBNL1 CUG block 2.3%, ASM inhibitor -2.0% and AT treatment 4.8%.
Cn1nc(N2CCN(S(=O)(=O)c3ccccc3)CC2)c(=O)n(C)c1=O was read as TSHR antagonist 0.3, Integrin act MD inconclusive, TCR activator 2.6%, Mito fusion yeast 2.1%, PTAP TSG101 blk 0.9%, ASM inhibitor -0.6% and AT treatment -2.5%.
O=C(Nc1cc(Cl)ccc1N1CCOCC1)c1ccc(F)c(S(=O)(=O)N2CCOCC2)c1 was read as Integrin act MD 2.6%, TCR activator 5.1%, Mito fusion yeast 13.8%, PTAP TSG101 blk -0.7%, ASM inhibitor -2.7% and AT treatment inconclusive.
Cc1ccc(SCC(=O)c2c(C)[nH]c3ccccc23)cc1 was read as TSHR antagonist -19.3, Menin-MLL TR inh inconclusive, Integrin act MD 6.5%, TCR activator -1.4%[46.1 µM], Mito fusion yeast -2.8%, CXXC DNA block 3.0%, PTAP TSG101 blk -0.1%, MBNL1 CUG block 55.1%[activator], ASM inhibitor 5.1% and AT treatment 10.0%.
For CC(=O)NC(=S)Nc1ccc(S(=O)(=O)Nc2nc(C)cc(C)n2)cc1 the results were TSHR antagonist -6.4, Menin-MLL TR inh -14.0%, Integrin act MD 1.8%, TCR activator -2.8%, Mito fusion yeast -4.4%, CXXC DNA block -4.7%, PTAP TSG101 blk 2.0%, MBNL1 CUG block -0.8%, ASM inhibitor 4.0% and AT treatment -2.1%.
`CCCOc1cccc(C(=O)NC(=S)Nc2cccc(C(F)(F)F)c2)c1` gave TSHR antagonist -10.4, Menin-MLL TR inh 2.4%, Integrin act MD -17.0%, TCR activator -1.1%, Mito fusion yeast -10.5%, CXXC DNA block 1.2%, PTAP TSG101 blk -1.1%, MBNL1 CUG block -2.4%, ASM inhibitor -8.9% and AT treatment 8.2%.
COc1ccc(CC(=O)NNC(=O)c2cccs2)cc1OC was read as TSHR antagonist -8.4, Menin-MLL TR inh -1.6%, Integrin act MD 17.0%, TCR activator 0.5%, Mito fusion yeast 2.8%, CXXC DNA block 4.6%, PTAP TSG101 blk -3.7%, MBNL1 CUG block -2.9%, ASM inhibitor -0.4% and AT treatment 3.7%.
For Cc1ccc(NCC(=O)N2CCN(S(=O)(=O)c3ccccc3)CC2)cc1F the results were TSHR antagonist 0.3, Integrin act MD -3.5%, TCR activator -0.7%, Mito fusion yeast 5.9%, PTAP TSG101 blk -2.7%, ASM inhibitor 2.6% and AT treatment -4.2%.
Screening COc1ccc(C(C(=O)NC(C)(C)C)N(Cc2cccnc2)C(=O)CCC(=O)Nc2cc(C)on2)cc1 (stereo not drawn) returned TSHR antagonist -13.1, Menin-MLL TR inh 2.9%, Integrin act MD inconclusive, TCR activator 4.0%, Mito fusion yeast -1.5%, CXXC DNA block -2.3%, PTAP TSG101 blk 0.6%, MBNL1 CUG block -4.9%, ASM inhibitor -2.9% and AT treatment -7.1%.
For C=CCn1c(SCC(=O)NCc2ccc3c(c2)OCO3)nnc1C1CCCCC1 the results were TSHR antagonist 2.7, Menin-MLL TR inh -3.8%, Integrin act MD 24.0%, TCR activator -4.9%, Mito fusion yeast 4.2%, CXXC DNA block -7.8%, PTAP TSG101 blk -0.4%, MBNL1 CUG block -6.0%, ASM inhibitor 1.5% and AT treatment 4.2%.
O=C(CN1C(=O)CSc2ccc(S(=O)(=O)N3CCCCC3)cc21)NCc1cccnc1 was read as TSHR antagonist 0.4, Menin-MLL TR inh -17.3%, Integrin act MD 20.8%, TCR activator 4.7%, Mito fusion yeast -3.1%, CXXC DNA block 13.4%, PTAP TSG101 blk 0.8%, MBNL1 CUG block -16.6%, ASM inhibitor 4.0% and AT treatment 16.7%.

Source: PubChem (National Center for Advancing Translational Sciences (NCATS))

This is a subset; rates above refer to the full screens.
